SIRT5 block: inhibitors of human sirtuin-5 desuccinylase. Q9NXA8. Purified SirT5, succinyl-peptide AMC, trypsin-coupled fluorescence. inhibition, % at 15 µM. 330,000 tested, 1.1% active; in the data active means inhibition above about 15%
Target sequence (Q9NXA8 whole entry, looked up): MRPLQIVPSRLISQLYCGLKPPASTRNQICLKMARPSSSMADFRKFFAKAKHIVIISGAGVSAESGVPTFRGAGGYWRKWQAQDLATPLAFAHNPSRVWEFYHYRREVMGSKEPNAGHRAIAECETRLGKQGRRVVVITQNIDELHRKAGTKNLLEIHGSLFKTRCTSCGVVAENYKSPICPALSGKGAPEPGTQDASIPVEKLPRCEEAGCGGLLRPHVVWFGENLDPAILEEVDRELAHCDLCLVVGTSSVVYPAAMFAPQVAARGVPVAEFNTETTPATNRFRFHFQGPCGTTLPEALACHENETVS
F508del corr: correctors of CFTR F508del function in bronchial epithelial cells; CFBE cells, YFP halide quenching; stimulated with forskolin plus potentiator P3; % fluorescence drop versus neutral controls; activity (quench increase), % at 7.58 µM; 350,000 tested, 0.36% active; AID 720511;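 active means mean added fluorescence quench of at least 8% versus neutral control, with both replicates also reaching 8%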;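 further: cells transiently co-express mutant CFTR-F508del with the halide-sensitive YFP; corrector assay measuring rescue of mutant channel to the surface after 24 h compound exposure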
Casp6 inh: caspase-6 (human) enzyme inhibition | P55212 | purified caspase-6, Z-VEID-R110 cleavage fluorescence | inhibition, % at 12.5 µM | 350,000 tested, 0.53% active | AID 686996;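 active means mean inhibition across replicates at least about 35%, with every replicate also reaching that limit, limit read from the data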;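 further: 0% = median of neutral control wells and 100% = no fluorescence left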
Target sequence (P55212 24-179 limits assumed): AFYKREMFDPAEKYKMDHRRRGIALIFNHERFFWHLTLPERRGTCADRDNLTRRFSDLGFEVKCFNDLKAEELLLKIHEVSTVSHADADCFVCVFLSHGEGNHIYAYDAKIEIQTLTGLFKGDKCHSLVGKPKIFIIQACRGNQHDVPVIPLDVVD
Target sequence (P55212 194-293 limits assumed): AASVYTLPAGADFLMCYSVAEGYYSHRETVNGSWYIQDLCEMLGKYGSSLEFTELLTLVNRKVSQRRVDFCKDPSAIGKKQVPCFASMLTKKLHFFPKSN
ERp5 inh: inhibitors of human ERp5. AID 651711. ERp5 insulin aggregation, absorbance 650 nm, 90 min. Q15084. inhibition, % at 9.99 µM. 350,000 tested, 0.05% active;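 active means mean replicate inhibition above about 25%, with every replicate also reaching it, limit read from the data, passing the limit was not always enough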
Target sequence (Q15084 whole entry, looked up): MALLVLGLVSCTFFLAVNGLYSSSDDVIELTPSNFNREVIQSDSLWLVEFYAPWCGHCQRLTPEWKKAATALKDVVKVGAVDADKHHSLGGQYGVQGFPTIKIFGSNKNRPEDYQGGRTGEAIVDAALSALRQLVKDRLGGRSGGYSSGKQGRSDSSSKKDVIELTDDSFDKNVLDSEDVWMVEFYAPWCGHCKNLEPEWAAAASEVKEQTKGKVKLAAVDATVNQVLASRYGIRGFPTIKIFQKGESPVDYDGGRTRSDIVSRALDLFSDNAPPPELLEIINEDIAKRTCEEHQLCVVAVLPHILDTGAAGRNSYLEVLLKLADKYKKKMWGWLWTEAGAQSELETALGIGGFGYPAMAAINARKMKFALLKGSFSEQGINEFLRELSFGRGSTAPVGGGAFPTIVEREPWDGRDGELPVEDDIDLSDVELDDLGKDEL
miR122 inh: miR-122 inhibition in Huh7 cells. 340,000 tested, 0.3% active. activation (reporter increase), % at 12.5 µM. Huh7 miR-122 Renilla luciferase sensor, 48 h; neutral wells = 0, positive control = 100;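 active means mean replicate activation score at least 90 and every replicate individually at or above 90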;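 further: higher luciferase means less miR-122 activity so hits act as miR-122 inhibitors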
DENV2 CPE: protects cells from dengue virus 2 cytopathic effect; AID 651640; 350,000 tested, 1.7% active; DENV2-infected cells, cytopathic effect rescue, plate reader; CPE inhibition, % at 9.99 µM; in the data active means CPE inhibition above about 20%, passing the limit was not always enough; tested in BHK-21 cells;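 further: 0% = median of neutral control wells and 100% = median of positive control wells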
ERAP1 inh: inhibitors of human ERAP1 aminopeptidase; inhibition, % at 10.7 µM; 340,000 tested, 0.15% active; Q9NZ08; recombinant ERAP1, Leu-AMC fluorescence, 60 min;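 active means mean replicate inhibition of at least 30%, or all replicates individually reaching that 30% level; inactive means mean below 30% and not every replicate reaching it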;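 further: 0% = neutral control wells and 100% = L-leucinethiol positive control wells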
An asterisk follows results filed as active; x = no result given; [ ] = another dose, or the depositor's remark. An unsorted share of the library; any-hit rate near 4%.

1: C[C@@H]1CN([C@H](C)CO)C(=O)Cc2cc(NC(=O)Nc3ccc(C(F)(F)F)cc3)ccc2O[C@@H]1CN(C)S(C)(=O)=O
2: O=C(C(Cl)Cl)N1CC2CCC(CC2)C1
3: CCN1CCN(c2nc(Nc3cccc(F)c3)nc(N)c2[N+](=O)[O-])CC1
4: CC(=O)N(C)C[C@H]1Oc2ncc(C3=CCCC3)cc2C(=O)N([C@H](C)CO)C[C@@H]1C
5: COc1cccc(NC(=O)N[C@@H]2C=C[C@H](CC(=O)Nc3ccccc3)O[C@@H]2CO)c1
assay / entry,1,2,3,4,5
SIRT5 block,3,0,-1,2,-2
F508del corr,-2.1,0.5,-3.7,-1.5,0.0
Casp6 inh,1,-2,-5,-2,0
ERp5 inh,0,-2,-2,-1,-5
miR122 inh,4[16.7 µM],3,-4,0[16.7 µM],x
DENV2 CPE,-2,-10,-2,1,2
ERAP1 inh,0,-4,0,2,0

6: COc1ccc(N2CCN(C(=O)c3ccc4c(c3)CC(c3ccccc3)OC4=O)CC2)cc1 (configuration not stated)
7: C[C@H]1CN([C@@H](C)CO)S(=O)(=O)c2ccc(C#Cc3ccncc3)cc2O[C@H]1CN(C)C(=O)C1CC1
8: Cc1noc(C)c1NC(=O)N(C)C[C@H]1OCCCC[C@@H](C)Oc2ccc(NS(=O)(=O)c3cccs3)cc2C(=O)N([C@@H](C)CO)C[C@@H]1C
9: CCN(CC)C(=O)Cn1cc(S(=O)(=O)CC(=O)NCc2ccccc2)c2ccccc21
10: CC(C)CCNC(=O)c1cc2c(=O)n3ccccc3nc2s1
assay / entry,6,7,8,9,10
SIRT5 block,-2,-3,0,-2,-43
F508del corr,1.2,-0.5,-2.5,5.3,1.5
Casp6 inh,-1,-4,-2,1,3
ERp5 inh,-3,-2,2,4,-1
miR122 inh,-6,0[16.7 µM],6[16.7 µM],x,-4
DENV2 CPE,5,-4,-6,-1,-4
ERAP1 inh,-5,0,-1,2,-22

11: CCCC#Cc1cnc2c(c1)C(=O)N([C@@H](C)CO)C[C@H](C)[C@H](CN(C)C(=O)Nc1cccc(F)c1)O2
12: COc1cc(C2NC(=O)NC(C)=C2C(=O)OC2CCC(C)CC2)ccc1O (configuration not stated)
13: C[C@@H]1CN([C@H](C)CO)C(=O)c2cc(C#CC3(O)CCCC3)cnc2O[C@H]1CN(C)C(=O)Cc1ccncc1
14: C[C@@H]1CCCCO[C@@H](CN(C)Cc2ccccc2)[C@H](C)CN([C@H](C)CO)C(=O)c2cc(NC(=O)Nc3ccc(C(F)(F)F)cc3)ccc2O1
15: Cc1ccc(CNc2nc(-c3cccnc3)nc3ccccc23)cc1
assay / entry,11,12,13,14,15
SIRT5 block,3,3,2,4,1
F508del corr,1.2,0.5,3.7,0.3,0.3
Casp6 inh,20,6,-3,-1,0
ERp5 inh,-13,4,0,3,7
miR122 inh,88[16.7 µM],-5,-5[16.7 µM],-29[16.7 µM],16
DENV2 CPE,-7,-1,2,-6,2
ERAP1 inh,10,2,-6,-2,0

16: COc1cc(C(c2nnnn2C2CCCC2)N2CCN(C(=O)c3ccco3)CC2)cc(OC)c1OC (configuration not stated)
17: CCc1cccc(C)c1NC(=O)COC(=O)CCn1c(C)csc1=O
18: Cc1cc(C)cc(NC(=S)N(CCN(C)C)Cc2cccs2)c1
19: COCCN1C(=O)c2oc3ccccc3c(=O)c2C1c1ccc(C(=O)OC)cc1 (configuration not stated)
20: C[C@H]1CN([C@@H](C)CO)C(=O)c2cccc(NC(=O)c3cnccn3)c2O[C@@H]1CN(C)Cc1ccc(-c2ccccc2)cc1
assay / entry,16,17,18,19,20
SIRT5 block,1,x,-2,x,2
F508del corr,-1.2,-1.1,-0.8,-1.5,4.2
Casp6 inh,0,-2,-3,-1,-1
ERp5 inh,0,2,1,-3,-4
miR122 inh,-3,-6,-4,x,-8[16.7 µM]
DENV2 CPE,2,7,3,-2,4
ERAP1 inh,-5,1,-2,-1,3

Sorted by heavy-atom count (rising): part of the list above.
2: O=C(C(Cl)Cl)N1CC2CCC(CC2)C1
10: CC(C)CCNC(=O)c1cc2c(=O)n3ccccc3nc2s1
18: Cc1cc(C)cc(NC(=S)N(CCN(C)C)Cc2cccs2)c1
15: Cc1ccc(CNc2nc(-c3cccnc3)nc3ccccc23)cc1
12: COc1cc(C2NC(=O)NC(C)=C2C(=O)OC2CCC(C)CC2)ccc1O (configuration not stated)
19: COCCN1C(=O)c2oc3ccccc3c(=O)c2C1c1ccc(C(=O)OC)cc1 (configuration not stated)
5: COc1cccc(NC(=O)N[C@@H]2C=C[C@H](CC(=O)Nc3ccccc3)O[C@@H]2CO)c1
assay / entry,2,10,18,15,12,19,5
SIRT5 block,0,-43,-2,1,3,x,-2
F508del corr,0.5,1.5,-0.8,0.3,0.5,-1.5,0.0
Casp6 inh,-2,3,-3,0,6,-1,0
ERp5 inh,-2,-1,1,7,4,-3,-5
miR122 inh,3,-4,-4,16,-5,x,x
DENV2 CPE,-10,-4,3,2,-1,-2,2
ERAP1 inh,-4,-22,-2,0,2,-1,0

9: CCN(CC)C(=O)Cn1cc(S(=O)(=O)CC(=O)NCc2ccccc2)c2ccccc21
6: COc1ccc(N2CCN(C(=O)c3ccc4c(c3)CC(c3ccccc3)OC4=O)CC2)cc1 (configuration not stated)
7: C[C@H]1CN([C@@H](C)CO)S(=O)(=O)c2ccc(C#Cc3ccncc3)cc2O[C@H]1CN(C)C(=O)C1CC1
11: CCCC#Cc1cnc2c(c1)C(=O)N([C@@H](C)CO)C[C@H](C)[C@H](CN(C)C(=O)Nc1cccc(F)c1)O2
13: C[C@@H]1CN([C@H](C)CO)C(=O)c2cc(C#CC3(O)CCCC3)cnc2O[C@H]1CN(C)C(=O)Cc1ccncc1
1: C[C@@H]1CN([C@H](C)CO)C(=O)Cc2cc(NC(=O)Nc3ccc(C(F)(F)F)cc3)ccc2O[C@@H]1CN(C)S(C)(=O)=O
20: C[C@H]1CN([C@@H](C)CO)C(=O)c2cccc(NC(=O)c3cnccn3)c2O[C@@H]1CN(C)Cc1ccc(-c2ccccc2)cc1
assay / entry,9,6,7,11,13,1,20
SIRT5 block,-2,-2,-3,3,2,3,2
F508del corr,5.3,1.2,-0.5,1.2,3.7,-2.1,4.2
Casp6 inh,1,-1,-4,20,-3,1,-1
ERp5 inh,4,-3,-2,-13,0,0,-4
miR122 inh,x,-6,0[16.7 µM],88[16.7 µM],-5[16.7 µM],4[16.7 µM],-8[16.7 µM]
DENV2 CPE,-1,5,-4,-7,2,-2,4
ERAP1 inh,2,-5,0,10,-6,0,3

New compounds follow.
21: CC(C)CC#Cc1cnc2c(c1)C(=O)N([C@H](C)CO)C[C@@H](C)[C@H](CN(C)C(=O)CCN1CCCCC1)O2
22: N#C[C@H]1[C@@H](c2ccccc2-c2ccc(F)cc2)[C@H](CO)N1C(=O)Cc1cccnc1
23: COc1ccccc1C(=O)NC(=O)COC(=O)C1CC2CCCC(C1)C2=O (configuration not stated)
24: CCCn1nc(C(=O)OCC(=O)NC(C)c2ccccc2)c2ccccc2c1=O (configuration not stated)
25: CCCOc1ccc(C(CC(=O)O)NC(=O)c2sc3ccccc3c2Cl)cc1 (configuration not stated)
assay / entry,21,22,23,24,25
SIRT5 block,0,8,-2,0,-2
F508del corr,1.3,2.5,-0.7,x,-0.5
Casp6 inh,0,0,6,-5,0
ERp5 inh,1,-1,7,5,-6
miR122 inh,-14[16.7 µM],x,-2,x,x
DENV2 CPE,-6,6,4,5,4
ERAP1 inh,1,-1,-3,-1,4

26: CCc1nc(SCC(=O)Nc2nnc(CC)s2)c2c(C)c(C)sc2n1
27: CCS(=O)(=O)N[C@@H]1CC[C@@H](CC(=O)NCC2CC2)O[C@H]1CO
28: Cc1cccc(COc2ncnc3nc[nH]c23)c1
29: Nc1[nH]c(=S)nc2nc(-c3ccccc3)c(-c3ccccc3)nc12
30: COc1cccc(-c2ccc3c(c2)[C@H]2[C@H](CCN2C(=O)C2CCOCC2)[C@H](CO)N3)c1
assay / entry,26,27,28,29,30
SIRT5 block,-3,2,-3,-2,1
F508del corr,-2.6,0.4,-1.4,x,0.7
Casp6 inh,-3,-2,2,6,-2
ERp5 inh,-1,5,-2,-8,0
miR122 inh,x,7[16.7 µM],-2,-12,-2[16.7 µM]
DENV2 CPE,7,8,-6,3,12
ERAP1 inh,-1,-1,-2,-2,-3

31: Cc1nn(-c2ccccc2)c(N)c1C1(O)C(=O)Nc2ccc([N+](=O)[O-])cc21 (configuration not stated)
32: CCCCN(C(=O)CCC(=O)Nc1cc(C)on1)C(C(=O)NC1CCCC1)c1ccc(OCC)cc1 (configuration not stated)
33: CCCC(=O)Nc1ccc2c(c1)C(=O)N(C)[C@H]1CC[C@@H](CC(=O)N3CCc4ccccc4C3)O[C@@H]1CO2
34: COc1ccc(C(CNC(=O)C2CC(=O)N(Cc3ccccc3)C2)N2CCCC2)cc1 (configuration not stated)
35: CC(NC(=O)CN1C(=O)NC(c2ccccc2)(c2ccccc2)C1=O)c1cccs1 (configuration not stated)
assay / entry,31,32,33,34,35
SIRT5 block,-11,7,x,-2,-4
F508del corr,2.8,1.0,3.0,0.1,-0.3
Casp6 inh,7,0,x,-115,1
ERp5 inh,4,-3,x,2,3
miR122 inh,1,-6,12[16.7 µM],-8,x
DENV2 CPE,x,0,-7,8,-7
ERAP1 inh,x,-4,x,-4,0

36: N/C(=N\OC(=O)c1cccc(F)c1)c1cccc([N+](=O)[O-])c1
37: Cc1cccc(-c2cc(C(=O)Nc3c(C)n(C)n(-c4ccccc4)c3=O)c3ccccc3n2)c1
38: CNS(=O)(=O)c1cc(Cl)ccc1Sc1ccccc1C(=O)O
39: Cc1cc2nc(SCC(=O)O)nc(C)c2cc1C
40: CC(C)N(Cc1cn[nH]c1-c1ccc(-c2ccccc2)cc1)Cc1nccn1C
assay / entry,36,37,38,39,40
SIRT5 block,-5,-4,5,-1,0
F508del corr,-0.4,-1.8,-33,-2.1,-0.7
Casp6 inh,-3,0,0,2,-4
ERp5 inh,-2,2,-2,4,3
miR122 inh,x,-2,1,2,-16
DENV2 CPE,9,10,15,8,2
ERAP1 inh,14,1,-4,-2,2

41: CNc1nc(N)nc(OC(C(F)(F)F)C(F)(F)F)n1
42: C[C@H]1CN([C@@H](C)CO)C(=O)c2cccc(NS(=O)(=O)c3ccc(Cl)cc3)c2O[C@H]1CN(C)CC1CC1
43: O=C(C[C@H]1C[C@H]2c3cc(NC(=O)Cc4ccncc4)ccc3O[C@H]2[C@@H](CO)O1)NCc1ccc2c(c1)OCO2
44: CCCNC(=O)N1C[C@@H]2[C@H](c3ccccc31)[C@@H](CO)N2C(=O)c1ccncc1
45: Cc1cccc(-c2noc(CNC(=O)c3ccc4c(c3)OCO4)n2)c1
assay / entry,41,42,43,44,45
SIRT5 block,-4,-1,-2,0,-16
F508del corr,-1.3,2.0,-0.1,0.7,-2.2
Casp6 inh,0,-2,2,0,-2
ERp5 inh,0,0,10,-1,5
miR122 inh,x,1[16.7 µM],2[16.7 µM],0[16.7 µM],4
DENV2 CPE,5,-5,6,-5,5
ERAP1 inh,-1,4,-1,-2,-1

46: Cc1noc(C)c1S(=O)(=O)N(C)C[C@H]1OCCCC[C@@H](C)Oc2ccc(NC(=O)CCCCCC(=O)Nc3ccccc3N)cc2C(=O)N([C@@H](C)CO)C[C@@H]1C
47: C[C@H](CO)N1C[C@H](C)[C@@H](CN(C)CC2CCCCC2)Oc2ccc(NS(=O)(=O)c3ccc(Cl)cc3)cc2C1=O
48: CCCn1cc(CCC(=O)Nc2ccc(Oc3cccnc3)cc2)c2ccccc21
49: CCOCC(O)CSCc1ccc(Cl)cc1 (configuration not stated)
50: CSc1ncccc1C(=O)Nc1ccc(F)c(F)c1F
51: COc1ccc(S(=O)(=O)Nc2ccc3c(c2)C(=O)N([C@H](C)CO)C[C@@H](C)[C@@H](CN(C)S(C)(=O)=O)OCCCC[C@@H](C)O3)cc1
52: CO[C@H](CN(C)Cc1ccc2c(c1)OCO2)[C@H](C)CN(C(=O)c1ccccc1)[C@H](C)CO
assay / entry,46,47,48,49,50,51,52
SIRT5 block,-7,-1,1,-4,2,-1,2
F508del corr,1.1,3.8,-0.2,x,0.6,-1.5,-0.1
Casp6 inh,-3,0,-2,-1,-1,2,-2
ERp5 inh,0,-2,1,5,13,-2,-2
miR122 inh,48[16.7 µM],4[16.7 µM],x,-1,-5,-7[16.7 µM],x
DENV2 CPE,x,18,10,x,2,49*,2
ERAP1 inh,2,-1,6,0,6,1,-5

From PubChem
